NadD block: inhibitors of S. aureus NadD, primary screen, biochemical, colorimetric, uHTS | inhibition, % at 20 µM | Nicotinate-nucleotide adenylyltransferase NadD (Staphylococcus aureus N315) | purified NadD enzyme, colorimetric absorbance read-out | 360,000 compounds, 0.78% hits | AID 602399, 2012; in the data active means inhibition above about 26%; further: some compounds past the cut are filed as inactive
DNMT1 block: human DNMT1 methyltransferase inhibitors, primary screen, biochemical, molecular beacon, fluorescence, HinP1I cleavage, uHTS; DNA (cytosine-5)-methyltransferase 1 (Homo sapiens), P26358; inhibition (reported as % activation of signal), % at 10 µM; 360,000 compounds, 0.83% hits; AID 588458, 2011; in the data active means inhibition above about 50%
SUMO1 PPI mod: modulators of SUMO1 protein-protein interactions, primary screen, biochemical, uHTS | AID 602429, 2012 | Small ubiquitin-related modifier 1 (Homo sapiens), P63165 | SUMO1 binding to a labelled peptide, TR-FRET, 1 h | inhibition, % at 20 µM | 360,000 compounds, 0.33% hits; in the data active means inhibition above about 37%
Target sequence (P63165 whole entry, looked up): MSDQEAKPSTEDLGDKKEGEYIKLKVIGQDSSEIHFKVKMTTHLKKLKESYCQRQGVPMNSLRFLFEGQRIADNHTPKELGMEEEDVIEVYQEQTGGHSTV
Scp-1 inhibitor: Scp-1 phosphatase inhibitors, primary screen, biochemical, colorimetric, uHTS; 340,000 compounds, 0.88% hits; inhibition, % at 20 µM; Carboxy-terminal domain RNA polymerase II polypeptide A small phosphatase 1 (Homo …; Recombinant Scp1, phosphopeptide, malachite green phosphate absorbance;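 active means inhibition above about 50% at 20 µM, limit read from the data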;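 further: plate controls were DMSO wells with enzyme for no effect and wells lacking enzyme for full effect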
Target sequence (Q9GZU7 76-261 limits assumed): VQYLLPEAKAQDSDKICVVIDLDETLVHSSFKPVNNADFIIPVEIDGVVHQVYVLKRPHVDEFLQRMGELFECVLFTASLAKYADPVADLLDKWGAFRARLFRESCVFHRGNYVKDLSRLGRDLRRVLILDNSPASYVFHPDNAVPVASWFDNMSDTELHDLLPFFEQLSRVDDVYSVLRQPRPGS
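assay system = SCP-1 phosphatase catalytic domain, residues 76-261 | buffer or medium = 50 mM Tris acetate pH 5.5, 0.005% Tween-20, 10 mM MgCl2 | incubation = enzyme reaction 45 min at room temperature, colour 5 min, stabilisation 30 min | signal = Phosphate-binding colour reagent, absorbance read at 630 nm | measure = % inhibition at 20 µM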
SKN-1 block: suppressors of acrylamide-induced Pgst-4::GFP reporter in worms, primary screen, SKN-1 inhibitor project, whole organism, uHTS, GFP/RFP fluorescence ratio, strain VP596 | C. elegans VP596 Pgst-4::GFP/RFP ratio, 24 h | inhibition, % at 21.8 µM | 360,000 compounds, 0.49% hits | AID 624304, 2012;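 active means interference check ratio from 0.5 to 1.5 plus GFP to RFP signal ratio inhibition reaching or exceeding a fixed threshold, cut at about 30% in these data, passing the limit was not always enough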; further: some compounds called inactive have numbers as strong as hits
TbMetRS inhib: T. brucei MetRS inhibitors, primary screen, biochemical, luminescence; methionyl-tRNA synthetase (Trypanosoma brucei brucei); purified T. brucei MetRS, ATP depletion, Kinase-Glo luminescence; inhibition, % at 11.9 µM; 360,000 compounds, 0.4% hits; AID 624268, 2012;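 active means inhibition above a per-plate cutoff of the control wells' mean inhibition plus 3 SD, cut at about 5.5% in these data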;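 further: 0% = DMSO wells median and 100% = median of wells with control inhibitor compound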
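Dosing: 11.9 µM compound single dose, 0.9% DMSO; Assay system: purified T. brucei MetRS enzyme; Measured by: Kinase-Glo luciferase luminescence reporting remaining unconsumed ATP; Schedule: 15 min plus 2 h at 25 °C.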
NRP1-CendR mod: modulators of CendR peptide binding to NRP-1, primary screen, biochemical, fluorescence polarization, uHTS. Neuropilin-1 (Homo sapiens), O14786. FAM-RPARPAR peptide binding to NRP-1. inhibition, % at 25 µM. AID 602438, 2012. 360,000 compounds, 0.85% hits;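 active means inhibition or corrected inhibition above about 18%, plus a signal ratio from 0.5 to 1.5, limit read from the data, passing the limit was not always enough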; further: strong numbers were not always called active
Neddylation inh: inhibitors of cullin neddylation, primary screen, biochemical, TR-FRET, uHTS, NAE and Ubc12; NEDD8-conjugating enzyme Ubc12 (Homo sapiens) + NEDD8-activating enzyme E1 regulatory …; calls only at 25 µM; 360,000 compounds, 0.58% hits; AID 651699, 2012; in the data active means inhibition above about 36%
LMPTP block: LMPTP phosphatase inhibitors, primary screen, biochemical, fluorescence intensity, uHTS; Low molecular weight phosphotyrosine protein phosphatase (Homo sapiens), P24666; recombinant LMPTP-A, OMFP fluorogenic substrate; inhibition, % at 20 µM; 360,000 compounds, 0.22% hits;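 active means compounds that cut the enzyme signal by at least half of the control window in the single-dose screen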;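 further: plate controls were DMSO wells with enzyme plus substrate for no effect and substrate without enzyme for full effect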
Target sequence (P24666 whole entry, looked up): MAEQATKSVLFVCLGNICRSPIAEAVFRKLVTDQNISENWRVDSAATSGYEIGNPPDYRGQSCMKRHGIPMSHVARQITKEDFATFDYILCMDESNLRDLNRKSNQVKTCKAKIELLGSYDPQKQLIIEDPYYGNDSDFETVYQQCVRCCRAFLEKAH
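material = LMPTP-A | quantity = 0.625 nM enzyme | reagent = OMFP substrate, 400 µM final | buffer or medium = Bis-Tris pH 6.0, DTT, detergent | detection = endpoint fluorescence intensity from OMFP dephosphorylation | dosing = single 20 µM dose | read-out basis = % inhibition relative to no-enzyme and uninhibited control wells | control set = no-enzyme and uninhibited controls | timing = 50 min at room temperature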
STEP block: STEP phosphatase inhibitors, primary screen, biochemical, fluorescence intensity, uHTS. recombinant STEP, OMFP fluorogenic substrate. inhibition, % at 20 µM. 360,000 compounds, 0.25% hits;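 active means inhibition at 20 µM, scaled per plate between control wells, above about 37%, limit read from the data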;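 further: 0% = DMSO with enzyme and substrate and 100% = substrate only without enzyme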
Target sequence (P54829 whole entry, looked up): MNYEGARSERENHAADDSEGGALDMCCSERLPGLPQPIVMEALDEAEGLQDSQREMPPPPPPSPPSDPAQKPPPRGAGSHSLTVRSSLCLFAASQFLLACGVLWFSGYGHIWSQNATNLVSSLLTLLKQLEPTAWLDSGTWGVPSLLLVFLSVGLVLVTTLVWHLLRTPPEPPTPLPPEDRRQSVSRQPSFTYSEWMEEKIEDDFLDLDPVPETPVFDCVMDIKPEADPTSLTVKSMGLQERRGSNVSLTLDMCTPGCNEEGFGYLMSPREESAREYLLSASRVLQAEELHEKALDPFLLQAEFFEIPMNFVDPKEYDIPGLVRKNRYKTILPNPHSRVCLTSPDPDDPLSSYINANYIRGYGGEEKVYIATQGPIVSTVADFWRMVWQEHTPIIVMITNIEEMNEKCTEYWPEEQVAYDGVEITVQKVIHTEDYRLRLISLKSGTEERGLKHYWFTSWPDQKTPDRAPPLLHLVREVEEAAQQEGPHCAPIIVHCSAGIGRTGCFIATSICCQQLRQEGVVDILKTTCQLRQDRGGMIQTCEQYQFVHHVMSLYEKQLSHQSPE
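System: STEP (striatal-enriched tyrosine phosphatase) enzyme, cell-free; medium: Bis-Tris pH 6.0 buffer with DTT, detergent; dosing: 20 µM, 1% DMSO; times: reaction 20 min, ambient temperature; detection: fluorescence, 480/540 nm; read-out basis: normalized % inhibition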
* = called active by the depositor; i = inactive; / = no result given.

SMILES | NadD block | DNMT1 block | SUMO1 PPI mod | Scp-1 inhibitor | SKN-1 block | TbMetRS inhib | NRP1-CendR mod | Neddylation inh | LMPTP block | STEP block
Cc1ccc(C)c(N2CCN(C(=O)CCc3nc4ccccc4[nH]3)CC2)c1 | 2.1 | -4.7 | 2.1 | -8.5 | -4.0 | 0.1 | 5.2 | i | -0.8 | 0.5
Cc1cccc(Nc2nnc(SCC3CCCCO3)s2)c1 (centres undefined) | -2.2 | -9.9 | 2.2 | -2.6 | -5.6 | -1.0 | 3.0 | i | 0.0 | -2.6
C=CCc1ccccc1OCC(O)CN1CCN(C(=O)OCC)CC1 (centres undefined) | -8.3 | -1.2 | 1.2 | 3.6 | 8.8 | -0.8 | 0.1 | i | -1.5 | 2.0
CCC(C)N1CCN(C(=O)c2cc(OC)cc(OC)c2)CC1 (centres undefined) | 3.1 | -2.5 | 6.3 | -8.3 | -2.8 | 0.0 | 7.9 | i | -0.7 | -1.3
CC(C)(C)N(Cc1cc2ccccc2[nH]c1=O)C(=O)c1ccco1 | 6.9 | -2.7 | -3.2 | -3.2 | -2.1 | 0.1 | 4.3 | i | -0.1 | 1.1
COC(=O)C1=C2SC(C)C(=O)N2C(N)=C(C#N)C1c1ccc(OC)c(OC)c1 (centres undefined) | 4.9 | -5.5 | 6.1 | -0.4 | -1.4 | -0.4 | -2.4 | i | -1.9 | 0.8
Cc1ccc(NC(=O)C2CCN(S(=O)(=O)c3ccc4ccccc4c3)CC2)nc1 | 6.7 | -0.7 | -7.8 | -1.2 | 22.2 | -0.3 | -4.4 | i | -7.5 | -0.3
Cc1ccc(C(=O)COC(=O)CNC(=O)CNC(=O)c2ccc(C)cc2)cc1 | -1.4 | 3.6 | 2.7 | -6.5 | -4.3 | -0.6 | 10.8 | i | -1.8 | -2.3
O=C(NC(=S)NCc1cccnc1)c1cc(Br)ccc1Cl | -6.3 | 2.8 | 2.7 | 0.1 | -4.2 | -0.6 | -14.4 | i | -0.9 | -0.5
CN(C)S(=O)(=O)N1CCC(Oc2cccc(C(=O)NC3CCCCC3)c2)CC1 | -0.4 | -3.3 | 0.8 | -8.5 | 15.4 | -0.1 | 5.5 | i | -2.2 | 0.2
CCC(=O)NC(=S)Nc1cccc(NC(=O)c2ccccc2Cl)c1 | -1.7 | -1.5 | -5.0 | -14.5 | 13.5 | -1.9 | -6.1 | i | -0.8 | 3.7
CC1c2ccccc2-c2ccccc2N1C (centres undefined) | 3.2 | 3.2 | -1.0 | -5.4 | 19.8 | -0.1 | 1.2 | i | 0.9 | 3.7
Cc1ccc(-n2c(N)c(C(=O)Nc3ccccc3F)sc2=S)cc1C | 1.4 | -2.8 | -12.8 | -9.6 | 7.0 | -0.2 | 11.0 | i | 0.9 | 4.0
Cc1ccc(C2=NS(=O)(=O)N(C)C(C(=O)NCc3ccc4c(c3)OCO4)=C2)cc1 | -5.6 | -8.3 | -18.5 | -17.3 | 3.5 | 2.4 | -1.2 | i | 2.5 | 0.3
Oc1ccc(Cl)cc1-c1cc(-c2ccco2)[nH]n1 | -4.0 | -31.0 | 21.5 | -14.5 | 23.8 | -0.2 | -31.4 | i | 18.2 | -1.3
COc1ccc(C(CC(=O)O)NC(=O)c2ccccc2[N+](=O)[O-])cc1 (centres undefined) | 7.6 | -2.4 | -7.1 | 5.1 | 18.1 | 0.1 | -15.5 | i | 0.7 | -1.1
CCN1CCN(c2cc(C(C)C)nc3c(-c4ccccc4)c(C)nn23)CC1 | -10.3 | 4.7 | 6.7 | 0.4 | 14.1 | -0.5 | 5.5 | / | -3.2 | -1.2
O=C(CC1CC2CCC1C2)N1CCN(S(=O)(=O)c2ccccc2C(F)(F)F)CC1 (centres undefined) | -4.4 | -1.0 | 3.2 | -4.8 | 5.9 | -0.4 | 5.5 | i | -0.6 | 4.5
CCOc1ccc(-c2nnn(CC(=O)N3CCN(c4ccc(F)cc4)CC3)n2)cc1OCC | -5.8 | 2.0 | 1.1 | -6.8 | 0.5 | -0.7 | 7.5 | i | -1.1 | 1.4
O=C1OCCC1Sc1nnc(-c2ccc3c(c2)OCO3)o1 (centres undefined) | -0.7 | 0.5 | -0.4 | -3.0 | -0.7 | 0.4 | 5.0 | i | 0.2 | -2.7
C=CCn1c(COc2ccccc2)nnc1SCC(=O)N/N=C/c1cc(Cl)ccc1O | -3.5 | 0.1 | 22.2 | -9.6 | 0.0 | -1.8 | 14.7 | i | -1.2 | -1.7
CC(NC(=O)c1ccc(Br)s1)C1CCCO1 (centres undefined) | -1.9 | 4.2 | 0.1 | -5.3 | 3.7 | -1.1 | 5.9 | i | -2.3 | 4.3
O=C(COC(=O)c1c(F)cccc1F)Nc1ccc2c(c1)OCO2 | -2.1 | -0.5 | 13.8 | -4.9 | -14.7 | -0.3 | -5.3 | i | 0.3 | -2.0
Cc1cc(OCC(=O)O)c2ccccc2n1 | -1.5 | 1.1 | -2.9 | -6.0 | 9.1 | 0.0 | -5.3 | i | -2.1 | -0.7
CN1CCN(CCCNC(=O)c2ccc(/C=C3/Sc4ccccc4N(Cc4cccc(Cl)c4)C3=O)cc2)CC1 | -5.9 | -4.2 | -158.3 | -1.7 | -8.8 | -0.6 | 1.4 | i | -2.3 | 3.6
CCN=C1SC(C(=O)Nc2cccc(OCC)c2)CC(=O)N1CC (centres undefined) | -4.2 | -0.3 | 1.6 | -5.2 | 5.8 | -1.2 | -13.6 | i | -1.3 | 1.6
Cc1cc(=O)[nH]c2n[nH]c(-c3ccccc3)c12 | -4.7 | 3.5 | 0.2 | -4.9 | 7.6 | -0.2 | 11.1 | / | -1.6 | -0.1
COc1cc(C(=O)Nc2c(C)cc(C)cc2C)c(-n2cnnn2)cc1OC | 0.0 | 2.9 | 2.5 | -5.2 | 5.0 | -0.2 | -7.9 | i | -0.2 | -0.9
COc1ccccc1C1CCCN1Cc1nc(-c2cc3c(cc2Cl)OCO3)oc1C (centres undefined) | -2.5 | -2.5 | -4.4 | 0.9 | -2.7 | -0.3 | -1.5 | i | 1.3 | -2.9
Cc1cccc(N(CC(=O)NC(C)C)C(=O)CCC(=O)Nc2ccccn2)c1 | -0.9 | -2.9 | 2.0 | -4.7 | 14.1 | 0.2 | 2.4 | i | 0.6 | -1.5
Cc1cc(C(=O)NC2Cc3ccccc3C2)c(C)o1 | 0.7 | 2.8 | 2.7 | -4.3 | 10.0 | 0.7 | 3.3 | i | -1.7 | -1.8
COc1ccc(OC)c(Nc2nc(N)nc(CSc3nnc(N)s3)n2)c1 | -2.1 | 3.9 | 1.4 | -6.5 | 1.4 | -0.4 | 9.9 | i | -2.4 | 1.6
CCOc1ccc(-c2nnc(SCc3nc4ccccc4[nH]3)n2N)cc1 | 4.5 | -6.5 | -0.7 | 10.3 | 20.2 | 1.7 | -1.6 | i | -0.5 | 2.1
CCOC(=O)c1ccc(N2C(=O)C3CC=C(C)CC3C2=O)cc1 (centres undefined) | -0.4 | -0.2 | 3.2 | -3.0 | -3.9 | 0.3 | -10.2 | i | 0.5 | 0.3
CC1CCCCC12NC(=O)N(CC(=O)Nc1ccc3c(c1)OCO3)C2=O (centres undefined) | -1.2 | -2.9 | -2.7 | / | -9.9 | -0.2 | -1.9 | i | -0.5 | -2.2
Cc1ccc2nc(NNC(=O)c3ccc4c(c3)OCCO4)sc2c1 | 2.4 | -9.7 | 3.2 | -3.4 | -0.5 | 0.0 | -2.4 | i | -1.5 | 0.9
COC(=O)N/N=C/c1cc(N=Nc2ccccc2)ccc1O | -7.6 | 0.6 | -4.9 | -14.9 | -10.8 | 0.1 | 1.3 | i | 3.1 | -0.6
CC1(C)C(=O)Nc2ccccc2N1C(=O)COC(=O)C1CCCCC1 | -4.8 | 1.7 | 2.7 | -13.1 | 16.7 | 0.5 | 4.8 | i | -0.7 | -0.1
COc1ccc(-c2ccnc(SCC(=O)Nc3ccccn3)n2)cc1 | -1.6 | -1.3 | 3.0 | 0.3 | -9.1 | -1.5 | 5.6 | i | 0.8 | -0.4
CC(=O)N1CCN(C(=O)c2cc3c(s2)CCC(C)C3)CC1 (centres undefined) | 5.3 | 4.0 | 6.2 | -5.7 | 8.9 | -0.3 | 15.0 | i | 1.0 | 0.0
Fc1ccc(C2=NOC(c3nnc(-c4ccccc4)o3)C2)cc1 (centres undefined) | -2.2 | -3.3 | 3.6 | -4.9 | 26.8 | -0.3 | -4.9 | i | -1.0 | -1.1
CNC(=S)N/N=C/c1c(Cl)cccc1Cl | 2.2 | 1.4 | 1.1 | -3.2 | 13.5 | -0.5 | -11.7 | i | -2.0 | 1.1
CC(C)=CCc1cc(-c2oc3cc(O)cc(O)c3c(=O)c2O)ccc1O | 6.0 | -7.8 | 8.1 | 44.7 | -3.6 | 0.5 | -9.7 | i | 16.5 | 7.4

A section of the results above:
SMILES | NadD block | DNMT1 block | SUMO1 PPI mod | Scp-1 inhibitor | SKN-1 block | TbMetRS inhib | NRP1-CendR mod | Neddylation inh | LMPTP block | STEP block
C=CCn1c(COc2ccccc2)nnc1SCC(=O)N/N=C/c1cc(Cl)ccc1O | -3.5 | 0.1 | 22.2 | -9.6 | 0.0 | -1.8 | 14.7 | i | -1.2 | -1.7
CC(NC(=O)c1ccc(Br)s1)C1CCCO1 (centres undefined) | -1.9 | 4.2 | 0.1 | -5.3 | 3.7 | -1.1 | 5.9 | i | -2.3 | 4.3
O=C(COC(=O)c1c(F)cccc1F)Nc1ccc2c(c1)OCO2 | -2.1 | -0.5 | 13.8 | -4.9 | -14.7 | -0.3 | -5.3 | i | 0.3 | -2.0
Cc1cc(OCC(=O)O)c2ccccc2n1 | -1.5 | 1.1 | -2.9 | -6.0 | 9.1 | 0.0 | -5.3 | i | -2.1 | -0.7
